KCNQ1 inh: blocks the human KCNQ1 potassium channel; AID 2642; CHO-K1 KCNQ1, FluxOR thallium flux fluorescence; active compounds read high; actives 1.3% (n = 310,000); B-score at 10 µM;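 active = compounds whose thallium flux B-score, printed positive for inhibition, exceeds three library SD while starting fluorescence stays within three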;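 also: channel opened by potassium depolarization with thallium stimulus after 20 min compound exposure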
DYRK1A inh: blocks rat Dyrk1A kinase activity; actives 0.43% (n = 310,000); inhibition, % at 12.5 µM; ADP-Glo luminescence, NFATc1 peptide; AID 504441; Q63470; in the data active = inhibition above about 50%;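 also: plate controls were vehicle with enzyme for no effect and no enzyme for full effect; many of its hits are not listed in these tables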
RGS4 pot: potentiators or activators of RGS4; HEK293 M3R/inducible RGS4, carbachol calcium flux Fluo4; active compounds read low; B-score at 10 µM; actives 0.92% (n = 310,000); AID 463111;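 active = B-score of the integrated calcium signal more than 4 SD below the library mean, with starting fluorescence not abnormally high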;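 also: negative B-score means reduced calcium response which marks RGS4 activation or potentiation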
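test system = HEK293 cells with stable M3R and inducible RGS4 | schedule = recording 10 s baseline at 1 Hz, 100 s post-agonist | technique = Fluo4-AM (2 µM) calcium-flux fluorescence, kinetic read | measure = Agonist-evoked peak-minus-minimum fluorescence over baseline, integrated ratio, B score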
GSK3A inh: inhibitors of human GSK-3 alpha kinase; P49840; ADP-Glo luminescence, 60 min; inhibition, % at 10 µM; actives 0.1% (n = 320,000); AID 2650;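 in the data active = inhibition above about 50%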;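 also: GST-tagged GSK-3 alpha with peptide substrate and 25 µM ATP; 0% = DMSO neutral wells and 100% = GW8510 positive control wells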
KCNQ1 pot: potentiators or activators of human KCNQ1 potassium channel; P51787; CHO-K1 KCNQ1, thallium flux FluxOR fluorescence; active compounds read high; B-score at 10 µM; actives 0.35% (n = 310,000); AID 2648;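 active = fluorescence ratio B-score, a plate-corrected score, at least three library SD, with initial intensity B-score within 5 SD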
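assay system = KCNQ1-transfected CHO-K1 cells | medium = assay buffer with matched DMSO | probe or stimulus = depolarizing K+/Tl+ stimulus, K2SO4 and Tl2SO4 each 12.5 mM in 5x stock | dosing = single dose | incubation = dye 90 min, compound 20 min, room temperature | detection = kinetic FluxOR fluorescence, 10 s baseline plus 110 s post-stimulus | evaluation = ratio B score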
KCNK3 block: human KCNK3 channel inhibition, primary screen; CHO-KCNK3 thallium flux, FluxOR fluorescence; active compounds read low; actives 0.84% (n = 340,000); O14649; B-score at 10 µM;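 active = B-score under library mean minus 4 SD, starting fluorescence ratio at most library mean plus 5 SD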;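 also: more negative B-score means stronger inhibition of thallium flux through KCNK3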
hERG rescue: shields human hERG channel from block by proarrhythmic agents | Q12809 | CHO-hERG, FluxOR thallium flux, dofetilide IC70 present | activation (rescue from dofetilide block), less the hit threshold, % at 10 µM | actives 0.51% (n = 310,000) | AID 1511;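 active = activation above the mean of controls blocked by dofetilide plus 5 SD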;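 also: thallium influx through hERG after potassium depolarization seen as dye fluorescence rise; in these data hits start at about 4.7%; inactives centre near -7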
PolyA inhibitor: inhibitors of polyadenylation in S. cerevisiae. AID 1875. S. cerevisiae SKY197-pL101 polyadenylation reporter, beta-gal luminescence; efflux-impaired pdr1/pdr3 knockout yeast; score 100 = 6 SD above DMSO. calls only at 12 µM. actives 0.02% (n = 300,000);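 active = lowest replicate activity score at least 50, where 100 means six control SD above control mean; inconclusive = lowest score under 50 but half or more replicates reach 50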;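 also: yeast exposed to compound for 9 h at 30 °C; higher score means more reporter readthrough which indicates perturbed polyadenylation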
HDAC3 inh: blocks human histone deacetylase 3; actives 0.15% (n = 320,000); inhibition, % at 8.3 µM; O15379; recombinant HDAC3, fluorogenic peptide/trypsin coupled, fluorescence; in the data active = inhibition above about 26%, passing the limit was not always enough; inconclusive = no clear call, values can overlap the other calls
Target sequence (O15379 whole entry, looked up): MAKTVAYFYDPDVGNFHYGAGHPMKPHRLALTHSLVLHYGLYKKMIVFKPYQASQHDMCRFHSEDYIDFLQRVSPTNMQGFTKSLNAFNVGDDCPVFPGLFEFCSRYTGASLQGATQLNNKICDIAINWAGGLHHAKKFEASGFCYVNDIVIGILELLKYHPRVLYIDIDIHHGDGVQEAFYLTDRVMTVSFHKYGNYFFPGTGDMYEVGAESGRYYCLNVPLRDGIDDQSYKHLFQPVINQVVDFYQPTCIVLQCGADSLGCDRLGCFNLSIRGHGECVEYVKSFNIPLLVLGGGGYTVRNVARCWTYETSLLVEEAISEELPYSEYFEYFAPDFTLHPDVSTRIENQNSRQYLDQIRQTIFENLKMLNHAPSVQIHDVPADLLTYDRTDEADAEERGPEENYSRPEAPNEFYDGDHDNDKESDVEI
KCNK9 inh: blocks the human KCNK9 two-pore domain potassium channel; Q9NPC2; HEK293 KCNK9, FluxOR thallium flux fluorescence; active compounds read low; B-score at 10 µM; actives 1.2% (n = 310,000);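 active = ratio B-score over 3 SD below the library mean, with starting fluorescence within 5 SD of its mean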;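 also: negative B-score means less thallium flux so channel inhibition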
GSK3B inh: inhibitors of human GSK3beta kinase. P49841. GST-GSK3beta kinase, ADP-Glo luminescence, 60 min; active compounds read low. activity score (negative = inhibition), % at 10 µM. actives 0.038% (n = 300,000). AID 2097;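 active = more than half of replicate wells score below -50%, meaning over 50% inhibition versus plate controls; inconclusive = some replicates but at most half score below -50%; inactive = no replicate scores below -50%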;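 also: 0% = median DMSO wells and -100% = median GW8510 positive control wells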
Target sequence (P49841 whole entry, looked up): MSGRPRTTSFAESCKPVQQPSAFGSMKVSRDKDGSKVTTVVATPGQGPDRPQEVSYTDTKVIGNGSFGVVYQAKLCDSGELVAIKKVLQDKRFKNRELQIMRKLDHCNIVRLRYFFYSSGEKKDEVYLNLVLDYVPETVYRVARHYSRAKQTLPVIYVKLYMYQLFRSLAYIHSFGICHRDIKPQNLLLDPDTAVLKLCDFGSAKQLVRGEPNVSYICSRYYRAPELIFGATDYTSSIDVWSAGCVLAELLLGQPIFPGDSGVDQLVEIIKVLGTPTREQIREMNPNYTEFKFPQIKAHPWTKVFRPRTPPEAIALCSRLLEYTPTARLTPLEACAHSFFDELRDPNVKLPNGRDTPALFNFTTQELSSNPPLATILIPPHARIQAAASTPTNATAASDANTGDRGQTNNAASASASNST
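Test system: GST-fused GSK3beta enzyme, cell-free | Quantity: 1.6 ng GST-GSK3beta enzyme per well | Reagent: 25 µM ATP with peptide substrate | Schedule: 60 min enzyme reaction, room temperature | Signal: Luminescent ADP-Glo measurement of ADP formed | Read-out basis: Score relative to plate controls | Control set: DMSO and 20 µM GW8510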
Starred values were filed as active, the others as inactive; i = inactive; ? = inconclusive; . = not tested or not shown. Some of the compounds tested. The share of hits here may be higher or lower than overall.

Molecule,hERG rescue,KCNQ1 pot,KCNQ1 inh,DYRK1A inh,GSK3A inh,GSK3B inh,RGS4 pot,PolyA inhibitor,KCNK9 inh,KCNK3 block,HDAC3 inh
CC(=O)c1c[nH]c(C(=O)NC2CCCCCC2)c1,-12.8,i,i,.,-1.6,-3.2,i,i,i,i,-10.7
CCc1nnc(NC(=O)CC(=O)Nc2ccccc2C(=O)O)s1,-4.8,i,i,4.7,-5.8,1.5,i,i,i,i,-9.4
O=C(NCCC1CCCCN1S(=O)(=O)c1ccc(F)cc1)C(=O)NCc1ccccn1 (configuration not stated),-13.7,i,i,-0.5,-2.6,-1.2,i,i,i,i,.
Cc1cc(C(=O)NC(C)c2ccncc2)cs1 (configuration not stated),-6.3,i,i,1.4,-0.2,-2.1,i,i,i,i,5.0
CCCN(CC(=O)Nc1ccccc1C)C(=O)COc1c(Cl)cccc1Cl,-14.5,i,i,1.9,0.7,-1.2,i,i,i,i,-0.3
CN(C)c1cccc2c(/C=N/O)ccc(N(C)C)c12,-6.9,i,i,15.9,5.7,-2.8,i,i,i,i,6.1
O=C(Nc1ccccc1)c1cc([N+](=O)[O-])ccc1NCc1cccnc1,-6.3,i,i,3.0,0.9,2.3,i,i,i,i,0.3
O=C(COC(=O)c1cc[n+]([O-])cc1)Nc1ccc(SC(F)F)cc1,-3.9,i,i,-6.2,1.1,1.1,i,i,i,i,-6.9
COC(=O)CCCC(=O)N1CCC(n2nccc2NC(=O)CCOc2ccccc2)CC1,-9.8,i,i,-2.4,-1.2,6.9,i,i,i,i,3.6
Cc1cc(C)c(S(=O)(=O)Nc2ccnc(-c3cccnc3)n2)c(C)c1,-1.2,i,i,3.3,38.3,-8.8,i,i,i,i,-0.2
Cc1cc(C(=O)NNC(=S)NCc2ccco2)nn1C,-8.8,i,i,1.1,1.9,-1.9,i,i,i,i,4.3
Cc1nc2cc(NC(=O)Nc3ccccc3Cl)ccc2n1C,-10.1,i,i,-2.5,-1.5,-1.4,i,i,i,i,-4.4
CN(C)c1ccnc2sc(C(=O)c3ccc(Br)cc3)c(N)c12,-2.4,i,i,14.6,5.0,-1.2,i,i,i,i,5.8
CC(=O)c1cccc(NC(=O)CN2C(=O)c3cccnc3Oc3ccc(Cl)cc32)c1,-9.2,i,i,1.1,-1.1,1.4,i,i,i,i,?
O=C(NCc1ccccn1)c1ccc(Cl)c(S(=O)(=O)N2CCOCC2)c1,-3.4,i,i,-0.9,-1.0,-1.0,i,i,i,i,7.4
COC(=O)CCCC1=CC2=CC(=O)C(C)(OC(=O)c3cccs3)C(=O)C2=CN1c1ccccc1 (configuration not stated),-10.1,i,i,7.3,-2.0,0.7,i,i,i,i,-2.5
Cc1ccc(OCC(=O)Nc2cnn(CCCC(=O)O)c2)c([N+](=O)[O-])c1,-5.1,i,i,-3.3,-0.6,-4.7,i,i,i,i,-5.0
O=C(Cn1ccc(C(F)(F)F)n1)N/N=C/c1ccc(N2CCOCC2)cc1,-6.4,i,i,-1.5,0.4,2.5,i,i,i,i,-13.7
CC(C(=O)NC1CCCC1)N(C(=O)c1snc(C(N)=O)c1N)c1ccc2c(c1)OCCO2 (configuration not stated),-4.8,i,i,-0.2,-3.5,0.4,i,i,i,i,10.1
N#C/C(=C\c1ccc(F)cc1)C(=O)NC1CCS(=O)(=O)C1 (configuration not stated),-7.6,i,i,-7.7,-1.0,-1.8,i,i,i,i,-5.7
Cc1ccc(S(=O)(=O)Nc2nc3ccc(S(=O)(=O)N4CCCC4)cc3s2)cc1,-11.3,i,i,1.3,-4.8,-2.4,i,i,i,i,4.3
COc1ccc(C(=O)NNC(=O)c2cc3ccccc3cc2O)cc1,-7.1,i,i,2.9,-8.0,0.8,i,i,i,i,-8.2
Cn1ncc(C#N)c1NC(=O)C1CC(c2ccc(Cl)cc2)=NO1 (configuration not stated),-6.9,i,i,-1.8,-1.9,-1.1,i,i,i,i,-2.5
Cn1cc(CN2CCCC(CNS(=O)(=O)c3cccc4cccnc34)C2)cn1 (configuration not stated),-4.4,i,i,7.2,1.5,3.4,i,i,i,i,-2.3
Cc1ccc(C(=O)Nc2ccc(N3CCN(S(C)(=O)=O)CC3)cc2)cc1,-7.4,i,i,-6.1,-2.7,1.7,i,i,i,i,-6.3
O=C(NCCc1ccccc1)C1CCCN1S(=O)(=O)c1ccc(Cl)cc1 (configuration not stated),-4.6,i,i,-6.5,-4.8,-2.0,i,i,i,i,?
COc1ccc(-c2noc(C3CCCN(C(=O)c4cccc(F)c4)C3)n2)cc1 (configuration not stated),-7.2,i,i,-4.0,3.1,2.5,i,i,i,i,0.5
COc1ccc(OC)c(/C=C2\NC(=O)NC2=O)c1,-3.1,i,i,5.9,2.8,-1.3,i,i,i,i,4.5
COCCNC(=O)Cn1c(=O)n(Cc2ccc(C(=O)NCCc3ccc(OC)c(OC)c3)cc2)c(=O)c2ccccc21,-9.3,i,i,1.8,-3.0,-1.3,i,i,i,i,4.4
Cc1c(Cl)cccc1NC(=S)NCCC(C)C,-8.4,i,i,3.7,1.6,-1.9,i,i,i,i,-3.5
CCS(=O)(=O)Nc1cccc(-c2ccc3nnc(-c4cccnc4)n3n2)c1,-9.5,i,i,1.5,0.6,1.5,i,i,i,i,-1.3
COc1ccc(C)cc1NC(=O)c1sc2nc(C)nc(N3CCOCC3)c2c1C,-7.3,i,i,-3.5,-2.4,0.6,i,i,i,i,-0.7
COc1ccc(CN2CCC(C)CC2)cc1OCc1ccccc1,-2.6,i,i,3.4,-1.6,3.0,i,i,i,i,6.5
COc1ccc(/C=N\NS(=O)(=O)c2ccc(Br)cc2)cc1COc1ccccc1[N+](=O)[O-],-6.0,i,i,1.9,0.5,2.4,i,i,i,i,-0.4
O=c1ccc2cc(S(=O)(=O)N3CCN(c4ccccc4F)CC3)ccc2o1,-9.9,i,i,0.8,4.9,4.7,i,i,i,i,0.9
O=C(CCCOc1ccccc1)NCCc1nc2ccccc2[nH]1,-29.3,i,i,-4.2,-2.3,2.4,i,i,i,i,-2.2
CC(Oc1ccccc1)C(=O)N1CCN=C1SCc1cccc(F)c1 (configuration not stated),-13.3,i,i,-11.1,-2.4,-3.9,i,i,i,i,-3.6
O=C(NCCS(=O)(=O)N1CCN(c2ccccc2F)CC1)c1ccc(Cl)cc1,-12.9,i,i,3.3,0.7,0.2,i,i,i,i,0.2
O=c1c2c3c(sc2nc2n1CCCCC2)CCCCC3,-8.4,i,i,1.3,-3.0,-0.3,i,i,i,i,-4.2
O=C(CN1C(=O)c2ccc(Br)cc2C1=O)NCC1CCCO1 (configuration not stated),-1.3,i,i,1.0,10.8,-2.0,i,i,i,i,4.2
CCCCc1nnc(NC(=O)CN2C(=O)NC3(CCCCC3)C2=O)s1,-16.0,i,i,-2.5,-1.3,-3.1,i,i,i,i,12.0
CCO[C@@H]1OC(C(=O)NC2CC2)=C[C@H](c2csc3ccccc23)[C@H]1CCCO,-6.8,i,i,1.2,-5.2,-2.4,i,i,i,i,-6.4
COc1ccc(N2CN=C3SCC(=O)N3C2)cc1,-4.8,i,i,-11.8,5.4,-0.2,i,i,i,i,-13.9
CCOC(=O)C(CC)Sc1nnc2c3cc(C)ccc3n(C)c2n1 (configuration not stated),-12.7,i,i,-1.9,4.4,1.1,i,i,i,i,-0.2
CC1(CCC(=O)N2CCCC(N3CCN(c4cccc(C(F)(F)F)c4)CC3)C2)CC1 (configuration not stated),-16.8,i,i,-2.4,-1.2,-4.9,i,i,i,i,9.4
CC(=O)N(OCc1ccc(OC(C)C)c(Cl)c1)C(C)=O,-7.0,i,i,-0.9,-2.8,1.9,i,i,i,i,14.8
CC1(C)Cc2ccccc2-c2nnc(-c3ccco3)n21,-10.9,i,i,6.9,1.6,-0.2,i,i,i,i,-6.2
Cn1cccc1Cc1nnc(SCC(=O)Nc2ccc3c(c2)OCCO3)n1-c1ccc(F)cc1,-11.2,i,i,-4.3,1.3,-2.0,i,i,i,i,11.2
Cc1cc(NC(=O)CCCSc2nc(-c3ccco3)cc(C(F)(F)F)n2)no1,-4.5,i,i,-4.4,-1.3,0.1,i,i,i,i,10.5
COc1ccc(C(O)(CCN2CCOCC2)c2ccccc2)cc1 (configuration not stated),-2.1,i,i,-2.6,-3.8,1.8,i,i,i,i,-2.2

Continued:
Molecule,hERG rescue,KCNQ1 pot,KCNQ1 inh,DYRK1A inh,GSK3A inh,GSK3B inh,RGS4 pot,PolyA inhibitor,KCNK9 inh,KCNK3 block,HDAC3 inh
CC1CCN(C(=O)CC#N)CC1,-3.0,i,i,0.8,-0.4,3.3,i,i,i,i,3.0
CCOc1ccc(OCCC(=O)OCC(=O)NC(C)c2ccccc2)cc1 (configuration not stated),-15.7,i,i,-0.3,-2.0,1.2,i,i,i,i,-1.6
O=C(N/N=C/c1ccccc1[N+](=O)[O-])c1ccc2nc[nH]c2c1,-7.4,i,i,9.4,5.6,1.8,i,i,i,i,96.3*
COc1ccc(NC(=O)c2cc(=O)[nH]c(=O)[nH]2)cc1S(=O)(=O)Nc1ccccc1Cl,-8.9,i,i,.,-0.2,0.4,i,i,i,i,-7.7
O=C(CN1C(=O)CSc2ccccc21)N1CCc2ccccc21,-13.1,i,i,6.9,-1.9,0.5,i,i,i,i,2.8
CCn1c(SCC(=O)NC2CCCCC2)nnc1-c1ccccc1F,-7.2,i,i,2.6,-2.4,1.3,i,i,i,i,0.8
CCOC(=O)C1=C(O)/C(=C\c2cccc(OC)c2)N=C1C,-4.5,i,i,4.1,-2.2,3.9,i,i,i,i,5.3

Bioassay records: PubChem, several laboratories
